Screening results from PubChem BioAssay.
LYP phosphatase: inhibition of human PTPN22 tyrosine phosphatase – biochemical, DiFMUP fluorescence, recombinant catalytic domain, 10 µM, primary screen (AID 606) | one-dose inhibition, % at 10 µM; IC50 in µM for titrated hits | 52,000 tested, under 10 active | recombinant LYP catalytic domain, DiFMUP fluorescence; higher % means a stronger effect;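 active = IC50 under 40 µM in the dose-response test; inactive = IC50 of 40 µM or more, or never dose-tested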
Bfl-1 displacement: Bfl-1 inhibitors, primary screen, biochemical, fluorescence polarization, FITC-Bid, mouse (AID 432); FITC-Bid BH3 peptide fluorescence polarization displacement; higher % means a stronger effect; one-dose displacement, % at 20 µM; IC50 in µM for titrated hits; 64,000 compounds, 0.02% hits; in the data active = a potency from the dose series; inactive = the rest, 99 in 100 with displacement below about 15%; also: strong numbers were not always called active
HPDE-C7 cytotoxicity: HPDE-C7 pancreatic duct cell viability loss – fluorescence, HTS (AID 430) | HPDE-C7 pancreatic duct cells viability, fluorescence; higher % means a stronger effect | cytotoxicity, % at 10 µM; hits with a dose series show EC50 in µM | 63,000 compounds, 1.8% hits;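 also: cells exposed to compound for 48 hours before viability readout; 0% = vehicle and 100% = reference cytotoxic drug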
HT1080 viability: HT1080 cell viability loss – fluorescence readout (AID 620); HT1080 viability, fluorescence; higher % means a stronger effect; 87,000 compounds, 0.42% hits; cytotoxicity, % at 10 µM; hits with a dose series show EC50 in µM;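 also: cells exposed to compound overnight then 4 h with Alamar Blue; 0% = vehicle DMSO and 100% = killing control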
PMK inhibit: S. pneumoniae PMK inhibition. inhibition, % at 10 µM. AID 539. purified PMK, PK/LDH-coupled NADH absorbance 340 nm. 65,000 compounds, 0.49% hits;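 active = top-ranked compounds by inhibition in the single 10 µM screen, taking a fixed number of the strongest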;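 also: 0% = full reaction with DMSO carrier and 100% = background rate without enzyme reaction; no value below 0 was filed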
KRASV12 cytotoxicity: viability loss of HPDE-C7K cells – cell-based, fluorescence, HTS, primary screen (AID 431) | HPDE-C7K KRASV12 cells, Alamar Blue viability, 48 h; higher % means a stronger effect | 63,000 compounds, 1.7% hits | one-dose cytotoxicity, % at 10 µM; EC50 in µM for titrated hits;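 active = compounds whose percent cytotoxicity in the single-dose primary screen, scaled between solvent and toxic-drug controls, exceeds 50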;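 also: 0% = DMSO solvent wells and 100% = doxorubicin-treated wells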
Alkaline phosphatase: inhibition of tissue-nonspecific alkaline phosphatase – biochemical, luminescent (AID 518). purified TNAP enzyme, luminescent substrate readout; higher % means a stronger effect. inhibition, % at 20 µM, or IC50 in µM where a hit was titrated. 64,000 compounds, 0.09% hits; in the data active = a potency from the dose series; inactive = the rest, 99 in 100 with inhibition below about 22%;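 also: plate controls were vehicle for no effect and reference inhibitor for full effect; many of its hits are not listed in these tables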
Spn DPM-DC inh: inhibitors of Streptococcus pneumoniae diphosphomevalonate decarboxylase; purified DPM-DC, PK/LDH coupled NADH fluorescence; calls only at 10 µM; 65,000 compounds, 0.49% hits;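 active = the 320 compounds with the highest percent inhibition in the single-dose primary screen, excluding strongly autofluorescent ones, cut at about 32% in these data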;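 also: kinetic rate of NADH fluorescence loss reporting ADP formed by the decarboxylase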
MK inhibit: inhibitors of Streptococcus pneumoniae mevalonate kinase. purified MK, PK/LDH-coupled NADH absorbance 340 nm. inhibition, % at 10 µM. 65,000 compounds, 0.48% hits. AID 555;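 active = ranked among the strongest by inhibition in the single 10 µM screen, a fixed top-ranked set picked for dose follow-up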; also: no value below 0 was filed
PMK inhibit pilot replicates: recorded beside PMK inhibit, whose call it bears; inhibition, %; measured here: pilot screen replicates
MK inhibit pilot replicates: further read-out of MK inhibit, marked with its call; inhibition, %; measured here: pilot screen replicates
Spn DPM-DC inh pilot screen %: second read-out of Spn DPM-DC inh, no call of its own (marks repeat the call); inhibition, %; measured here: pilot screen trials
The depositor's hits bear a star; i = inactive; nt = no result given. Rule as the data show it, unless noted: active = cytotoxicity above about 50%; inactive = the rest.

SMILES | LYP phosphatase | Bfl-1 displacement | HPDE-C7 cytotoxicity | HT1080 viability | PMK inhibit | KRASV12 cytotoxicity | Alkaline phosphatase | Spn DPM-DC inh | MK inhibit | others
CCCCC(=O)Nc1cccc(-c2nn3c(C)nnc3s2)c1 | 4% | -1% | nt | 8% | 4 | nt | 15% | i | 11
CC(C)COc1nc2ccccc2nc1C(C#N)C(=O)NC1CCCCC1 (centres undefined) | 2% | -107% | -28% | -10% | 0 | -24% | 16% | i | 5 | PMK inhibit pilot replicates=8.0;MK inhibit pilot replicates=0.0;Spn DPM-DC inh pilot screen %=0.0
O=C(CC1Sc2ccccc2NC1=O)Nc1cccc(C(=O)O)c1 (centres undefined) | -10% | 2% | -3% | -1% | 4 | 2% | 3% | i | 6
N#CC1=C(N)OC2=C(C(=O)CCC2)C1C1C=CCCC1 (centres undefined) | 0% | -4% | nt | 10% | 8 | nt | 7% | i | 16
CC1(C)CC2CC(C)(CN2C(=O)CCCN2C(=O)c3ccccc3C2=O)C1 (centres undefined) | 14% | 3% | 2% | -2% | 7 | -20% | 6% | i | 10
O=S(=O)(O)CCN1CCOCC1 | 17% | 3% | -3% | 6% | 13 | -3% | 5% | i | 0
O=C(COC(=O)c1cccs1)c1ccc2c(c1)OCCO2 | -10% | 5% | -14% | nt | 0 | -17% | 11% | i | 3
Cc1ccc(S(=O)(=O)c2c(N)n(CC3CCOC3)c3nc4ccccc4nc23)cc1 (centres undefined) | 3% | 3% | 17% | -3% | 15 | 20% | 8% | nt | 2
O=C1CC(N2CCCN(C3CC(=O)N(c4ccc(F)cc4)C3=O)CC2)C(=O)N1c1ccc(F)cc1 (centres undefined) | 8% | -9% | -13% | 1% | 1 | -6% | -14% | i | 8
CCOC(=O)CNC(=O)c1c2c(nc3ccccc13)CCCC2 | 12% | -3% | -9% | -1% | 18 | -8% | 11% | i | 8
O=C(CCCC(=O)N1CCc2ccccc21)N1CCc2ccccc21 | 9% | 2% | -4% | 1% | 7 | -1% | 4% | i | 5
COc1ccc(C)cc1S(=O)(=O)N1CCN(c2cccc(C(F)(F)F)c2)CC1 | -1% | -1% | 8% | -9% | 7 | 11% | 11% | i | 14
O=C(O)COc1cccc(NC(=O)C2CCCO2)c1 (centres undefined) | -1% | -2% | -4% | -1% | 1 | 5% | 14% | i | 5 | PMK inhibit pilot replicates=0.5;MK inhibit pilot replicates=0.0;Spn DPM-DC inh pilot screen %=0.0
CC(C)CC(NC(=O)COc1ccccc1)C(=O)O (centres undefined) | 5% | -6% | 4% | 26% | 16 | 6% | 7% | i | 0
CS(=O)(=O)NCCSc1nnnn1-c1ccccc1 | 5% | -6% | 4% | -4% | 1 | -5% | -6% | i | 1
CC(=O)C1=C(O)C(=O)N(CCc2c[nH]c3ccccc23)C1c1ccc(O)cc1 (centres undefined) | 5% | -1% | 2% | -4% | 8 | -17% | 12% | i | 4
Cc1ccc2c(COC(=O)c3cnc(C)cn3)cc(=O)oc2c1 | 16% | -1% | -4% | -4% | 9 | 5% | 14% | i | 1
CCn1nc(C(=O)OCC(=O)c2c[nH]c3ccccc23)c2ccccc2c1=O | 33% | -3% | -1% | 3% | 7 | 15% | 5% | i | 6
CCOC(=O)Cn1cnc2c(cnn2-c2ccc(Cl)cc2)c1=O | nt | -4% | 0% | 4% | 19 | 5% | 11% | i | 1
CC(=O)N=c1sc2ccccc2n1C | -1% | -10% | -5% | -2% | 12 | 3% | 13% | i | 2
CC(C)Nc1nc(N(c2ccccc2)c2ccccc2)nc(-n2ccnc2)n1 | 1% | 0% | 2% | -5% | 2 | -1% | 1% | i | 1
CCc1cc2c(=O)c(-c3ccon3)c(N)oc2cc1OC | 15% | -6% | -1% | -1% | 17 | -2% | 2% | i | 0
CC1(C)CC(=O)C2=C(C1)OC(N)=C(C#N)C2c1ccccc1 (centres undefined) | 15% | -3% | -7% | -3% | 4 | -12% | 3% | i | 11
O=C(COC(=O)C1c2ccccc2Oc2ccccc21)Nc1ccc2c(c1)OCO2 | 5% | -3% | -6% | 0% | 13 | 0% | 12% | i | 0
CC(=O)c1cccc(NC(=O)N[C@@H](CC(C)C)C(=O)O)c1 | -1% | 2% | nt | -2% | 8 | nt | 11% | i | 6

Already shown: entries from further up.
SMILES | LYP phosphatase | Bfl-1 displacement | HPDE-C7 cytotoxicity | HT1080 viability | PMK inhibit | KRASV12 cytotoxicity | Alkaline phosphatase | Spn DPM-DC inh | MK inhibit | others
CCn1nc(C(=O)OCC(=O)c2c[nH]c3ccccc23)c2ccccc2c1=O | 33% | -3% | -1% | 3% | 7 | 15% | 5% | i | 6
CCOC(=O)Cn1cnc2c(cnn2-c2ccc(Cl)cc2)c1=O | nt | -4% | 0% | 4% | 19 | 5% | 11% | i | 1
CC(=O)N=c1sc2ccccc2n1C | -1% | -10% | -5% | -2% | 12 | 3% | 13% | i | 2
CC(C)Nc1nc(N(c2ccccc2)c2ccccc2)nc(-n2ccnc2)n1 | 1% | 0% | 2% | -5% | 2 | -1% | 1% | i | 1
CCc1cc2c(=O)c(-c3ccon3)c(N)oc2cc1OC | 15% | -6% | -1% | -1% | 17 | -2% | 2% | i | 0
CC1(C)CC(=O)C2=C(C1)OC(N)=C(C#N)C2c1ccccc1 (centres undefined) | 15% | -3% | -7% | -3% | 4 | -12% | 3% | i | 11
O=C(COC(=O)C1c2ccccc2Oc2ccccc21)Nc1ccc2c(c1)OCO2 | 5% | -3% | -6% | 0% | 13 | 0% | 12% | i | 0
CC(=O)c1cccc(NC(=O)N[C@@H](CC(C)C)C(=O)O)c1 | -1% | 2% | nt | -2% | 8 | nt | 11% | i | 6

Remaining list, next part
SMILES | LYP phosphatase | Bfl-1 displacement | HPDE-C7 cytotoxicity | HT1080 viability | PMK inhibit | KRASV12 cytotoxicity | Alkaline phosphatase | Spn DPM-DC inh | MK inhibit | others
CCN1CCN(/C=N/c2nc(C)cs2)CC1 | nt | 4% | -10% | 1% | 0 | -4% | 0% | i | 0
O=C(COC(=O)Cc1cn2ccsc2n1)NC12CC3CC(CC(C3)C1)C2 | 8% | -3% | -20% | -3% | 3 | -19% | 6% | i | 0
Fc1ccc(Cc2nnc(-c3cccs3)o2)cc1 | -24% | 3% | -3% | -2% | 2 | 3% | 9% | i | 4
O=C(NCc1ccco1)c1cc2n(n1)C(C(F)(F)F)CC(c1ccc(Cl)c(Cl)c1)N2 (centres undefined) | 4% | -4% | 6% | -3% | 1 | 2% | 11% | i | 6
CCOC(=O)C(C)(C)Sc1nc2c(cnn2-c2ccc(C)cc2)c(=O)[nH]1 | -2% | -7% | -4% | -29% | 8 | 3% | 13% | i | 0 | PMK inhibit pilot replicates=2.5;MK inhibit pilot replicates=1.0;Spn DPM-DC inh pilot screen %=0.0
O=C1CS/C(=C/C(=O)c2ccccc2)N1 | -4% | -4% | -1% | 5% | 0 | -7% | 2% | i | 8
Cc1cc(NC(=O)CSc2nc(-c3ccccc3)c(C#N)c(=O)[nH]2)no1 | nt | -4% | -5% | 1% | 2 | -14% | 5% | i | 3
Cc1nccn1CCC(=O)O | 13% | 1% | -13% | -8% | 1 | -5% | 5% | i | 7
Cc1cc(C(=O)OCC(=O)N2CCN(C(=O)c3ccco3)CC2)c(C)n1-c1ccc(F)cc1 | 0% | 4% | -13% | -5% | 18 | -5% | 8% | i | 1
O=C(Cn1nc(-c2ccccc2)c2ccccc2c1=O)Nc1ccccn1 | 12% | -27% | -2% | -1% | 0 | 4% | 8% | i | 33
Cc1cc(C)nc(N2CCCC(C(=O)Nc3ccc4c(c3)OCO4)C2)n1 (centres undefined) | 0% | 0% | -2% | -3% | 14 | 2% | 5% | i | 8 | PMK inhibit pilot replicates=0.0;MK inhibit pilot replicates=0.0;Spn DPM-DC inh pilot screen %=0.0
CCNCCNC(=O)c1c(O)c2cccc3c2n(c1=O)CCC3 | 3% | -4% | 5% | 10% | 6 | 7% | 4% | i | 10
CC1(C)CC(=O)C=C(NCc2cccs2)C1 | nt | 2% | 8% | 0% | 4 | -8% | 7% | i | 11
CCCOC(=O)c1ccc(-n2nnnc2SCC(=O)N2CCCCC2)cc1 | 5% | 2% | 1% | 23% | 7 | -10% | 9% | i | 5
COc1ccc(OCC(=O)Nc2ccccc2OC(F)F)cc1 | 3% | -3% | -18% | -4% | 8 | -12% | 17% | i | 0
O=C(CSc1nnnn1-c1cccc2ccccc12)N1CCOCC1 | 5% | -3% | nt | 22% | 10 | nt | 11% | i | 6
CC(C)(C)NC(=O)c1ccc2c(c1)C(=O)N(C1CCCCC1)C2=O | 11% | -6% | 8% | 0% | 0 | 3% | 5% | i | 7
CCC1CCCCN1C(=O)CSc1nnc(-c2ccco2)o1 (centres undefined) | 5% | -4% | 0% | 5% | 12 | -5% | 12% | i | 0 | PMK inhibit pilot replicates=1.0;MK inhibit pilot replicates=0.0;Spn DPM-DC inh pilot screen %=0.0
CN(C)c1ccc(NC(=O)Nc2cccc(Cl)c2)cc1 | nt | -5% | -7% | 1% | 0 | 14% | 16% | i | 5 | PMK inhibit pilot replicates=5.0;MK inhibit pilot replicates=0.0;Spn DPM-DC inh pilot screen %=0.0
COc1ccc(N2C(=O)CC(NCc3ccncc3)C2=O)cc1 (centres undefined) | 8% | -1% | -4% | 4% | 0 | -9% | 10% | i | 9
CCS(=O)(=O)c1ccc(S(=O)(=O)CC)s1 | 7% | -7% | -14% | -7% | 0 | -10% | 9% | i | 6 | PMK inhibit pilot replicates=1.0;MK inhibit pilot replicates=1.5;Spn DPM-DC inh pilot screen %=0.5
O=C(O)C1CCCN(S(=O)(=O)c2ccc(F)cc2)C1 (centres undefined) | 2% | 4% | -13% | -4% | 4 | -32% | 8% | i | 10
CN1CCN(S(=O)(=O)c2ccc(N)cc2)CC1 | 4% | 5% | -14% | 3% | 4 | -11% | 5% | i | 10
CCCc1cc(Nc2c(C)n(C)n(-c3ccccc3)c2=O)n2c(nc3ccccc32)c1C#N | 1% | 6% | 20% | 8% | 0 | 7% | 14% | i | 9
CCOc1ccccc1CN1CCN(S(C)(=O)=O)CC1 | -5% | -5% | 6% | -7% | 0 | -5% | 10% | i | 9
CCOc1cc(C(=O)Nc2ccc(S(=O)(=O)N3CCOCC3)cc2)cc(OCC)c1OCC | 7% | -2% | 2% | -2% | 8 | 4% | 9% | i | 16
CCC(NC(=O)c1ccccc1NC(=O)c1ccccc1)C(=O)O (centres undefined) | 0% | -4% | 3% | -2% | 13 | 1% | 2% | i | 0
COc1ccccc1NC(=O)Cn1c(=O)oc2ccccc21 | 9% | -8% | 0% | 0% | 2 | 7% | 9% | i | 12
CC1(C)Cc2c(C#N)c(SCc3ccccc3)nc(N3CCOCC3)c2CO1 | -1% | -2% | 19% | -6% | 2 | -3% | 11% | i | 5

The order is random, and some 3.5% of all compounds hit somewhere here.
